AmpC det inh: Promiscuous and Specific Inhibitors of AmpC Beta-Lactamase (assay with detergent) | P00811 | AID 584, 2007 | purified AmpC, nitrocefin hydrolysis with detergent | 0.09% of 71,000 active | Potency, µM (doses to about 28.7 µM), inactives show at the highest dose activity change, negative = inhibition; active = well fitted curve in the direction sought with a large enough effect; inconclusive = small, poorly fitted or top-dose-only effect
Target sequence (P00811 whole entry, looked up): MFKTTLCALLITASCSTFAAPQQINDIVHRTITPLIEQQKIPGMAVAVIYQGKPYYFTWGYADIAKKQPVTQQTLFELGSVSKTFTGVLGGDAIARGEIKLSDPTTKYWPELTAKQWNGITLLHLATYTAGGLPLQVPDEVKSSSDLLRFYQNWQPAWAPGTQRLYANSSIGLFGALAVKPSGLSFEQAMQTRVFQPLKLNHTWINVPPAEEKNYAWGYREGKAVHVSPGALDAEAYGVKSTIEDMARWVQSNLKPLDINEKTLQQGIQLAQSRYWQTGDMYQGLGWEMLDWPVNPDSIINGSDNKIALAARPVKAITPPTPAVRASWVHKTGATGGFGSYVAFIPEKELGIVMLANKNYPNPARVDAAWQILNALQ
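E. coli AmpC (5.3 nM) in 20 mM phosphate pH 7.0 with 0.01% Triton X-100, preincubated 15 min RT with compound; nitrocefin (2 uL of 800 uM stock) hydrolysis followed by 480 nm absorbance every 20 s over 4 min.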
Active calls of the source: *; ? = inconclusive; [ ] = remark or other dose. % is scaled to controls: 0 for no effect and ±100 for the full control effect; potency is read from the fitted curve at half-maximal effect. An excerpt; count on the stated rates, not on these rows.

SMILES | AmpC det inh
O=C(COC(=O)c1ccc(S(=O)(=O)Nc2ccccc2)cc1)NCCN1C(=O)CSC1=O | 13.4%
COc1ccc(CCNC(=O)CSc2nnnn2Cc2ccc3c(c2)OCO3)cc1OC | -5.1%
CCOC(=O)CSc1nc(N)cc(=O)[nH]1 | -2.9%
CCOc1cc(NC(=O)c2ccccn2)c(OCC)cc1NC(=O)CC(C)C | 6.7%
O=C(CCc1ccccc1)OCCN1CCOCC1 | -2.7%
CN(C)C(=O)c1ccc(-c2ccc3ncnc(NC4CCNCC4)c3c2)cc1 | 6.1%
CCc1nnc(NC(=O)CSc2nnc(-c3ccccc3NC(=O)c3ccccc3)o2)s1 | -1.2%
CCCCCCN=CC1=C(O)CC(C)(C)CC1=O | -1.1%
Cc1occc1-c1nc(-c2ccccn2)no1 | -1.7%
CCOC(=O)c1ccc(COC(=O)c2nonc2N)cc1 | -6.0%
N#Cc1nc(Cc2ccccc2)oc1N1CCN(c2ccccc2)CC1 | -3.3%
O=c1c(-c2cc(F)cc(F)c2)nc2cnc(N3CCOCC3)nc2n1-c1ccccc1 | -0.7%
CCOC1(NC(=O)c2ccccc2)C(C)=CC(=O)C=C1C | -4.5%
CCCCOc1cccc(C(=O)O)c1 | 10.1%
CC(C(=O)c1ccccc1)n1cnc2ccccc2c1=O (stereo not given) | -6.3%
COc1ccc2[nH]cc(CCNc3nc(-c4ccc(C(=O)N(C)C)cc4)nc4ccccc34)c2c1 | 9.0%
COc1cccc(NC(=O)CSc2nnc(-c3cc(-c4ccccn4)nc4ccccc34)o2)c1 | 11.7%
CCNS(=O)(=O)c1cc(S(C)(=O)=O)ccc1Cl | -7.0%
CCN(CC)C1CC(=O)N(c2cccc(C)c2)C1=O (stereo not given) | 3.5%
CCC(=O)Nc1nc(CC(=O)Nc2ccccc2)cs1 | 2.5%
CS(=O)(=O)Nc1ccc(C(=O)NC2CCCC2)cc1 | 4.2%
CCCOc1ccc(-c2cnc(SCC(N)=O)nc2N)cc1 | -1.2%
O=C(NCC1CCCO1)c1ccc2c(c1)OCO2 (stereo not given) | 7.3%
CCC1CCCCN1C(=O)Cn1c(C(=O)OC)cc2ccsc21 (stereo not given) | 0.8%
CNC(=O)[C@]1(C)C[C@H]1[C@H](NC(=O)[C@]1(C)C[C@H]1[C@H](NC(=O)OCc1ccccc1)c1ccccc1)c1ccccc1 | 11.7%

Not a retest: entries from further up.
SMILES | AmpC det inh
COc1ccc(CCNC(=O)CSc2nnnn2Cc2ccc3c(c2)OCO3)cc1OC | -5.1%
CCOC(=O)CSc1nc(N)cc(=O)[nH]1 | -2.9%
CCOc1cc(NC(=O)c2ccccn2)c(OCC)cc1NC(=O)CC(C)C | 6.7%
O=C(CCc1ccccc1)OCCN1CCOCC1 | -2.7%

(continued)
SMILES | AmpC det inh
O=C(NC1CC2CCCC(C1)N2C(=O)NC1CCCCC1)c1ccccc1 (stereo not given) | 12.3%
COc1ccc(CC[N@+]2(C)COc3cc4oc(=O)cc(C)c4cc3C2)cc1OC | 5.4%[5.75 µM]
Cc1ccc(-c2nc3ncccc3o2)cc1NC(=O)Cc1ccc(Cl)cc1 | -0.3%
CCOc1ccc(C(=O)N(CN2CCCC2=O)c2ccc(C)cc2)cc1 | 2.2%
O=C(CN1C2=NCCCN2c2ccccc21)c1ccc(Br)s1 | 10.5%
OC[C@H]1NC[C@H](O)[C@@H](O)[C@H]1O | -1.4%
CCN(C(=O)CCN1C(=O)c2ccccc2C1=O)C1CCCCC1 | -0.6%
CCCn1c(=O)c2ccccc2n2c(SCC(=O)c3cc(C)n(CCOC)c3C)nnc12 | -2.0%
Cn1cccc1Cc1nnc(SCC(=O)Nc2ccccc2F)n1CCc1ccccc1 | 3.3%
CCOC(=O)Nc1cc(OC)c(OC)cc1Cc1nccc2cc(OC)c(OC)cc12 | -4.3%
CNC(=O)CSc1nnc(-c2cc3c(C)nn(-c4ccccc4)c3s2)n1C | -4.5%
COC(=O)c1ccc(C(c2c(N)n(Cc3ccccc3)c(=O)n(C)c2=O)N2CCOCC2)cc1 (stereo not given) | 3.1%
CCC(O)(CCN1CCCCC1)c1ccccc1 (stereo not given) | -2.1%
CC(C)(C)NC(=O)COC(=O)Cc1ccc(Cl)cc1 | 0.1%
COc1ccc(C)cc1-n1nnnc1SCC(=O)N1CCC(C(=O)Nc2nccs2)CC1 | -9.1%
CCOC(=O)N1CCC(NC(=O)c2cc(S(=O)(=O)N3CCCC3)cn2C)CC1 | 5.5%
O=C(CN1CCCCC1)NCCNC(=O)CN1CCCCC1 | -2.5%
COc1ccc(CN2C(=O)c3ccccc3C2C(=O)NCc2cccnc2)c(OC)c1 (stereo not given) | -5.4%
COc1ccc(C(OC(=O)c2ccco2)C(=O)NCc2ccco2)cc1 (stereo not given) | 10.1%
COc1ccc2[nH]c3c(c2c1)CCNC3 | 1.0%
CCCOC(=O)c1cccc(NC(=O)C(C)(C)C)c1 | 3.7%
CN1CCN(c2ccc(Cl)cc2NC(=O)c2nn(-c3ccccc3)c(=O)c3ccccc23)CC1 | 0.6%
CC(=O)OCC1=C(C(=O)O)N2C(=O)[C@@H](N)[C@@H]2SC1 | ?
O=C(CSc1nnc(-c2ccco2)o1)NC1CCCCC1 | -1.7%
COc1ccc(-c2nc(C#N)c(NCc3ccccc3Cl)o2)cc1 | -3.3%
Additional structures follow.
SMILES | AmpC det inh
CCOc1ccc(N(CC(=O)Nc2ccc(F)c(F)c2)S(=O)(=O)c2c(C)noc2C)cc1 | 4.2%
CSc1ccc(S(=O)(=O)NCCOc2ccccc2C)cc1 | -7.3%
Cn1c(=O)c2c(nc(SCC(=O)OCc3ccccc3)n2C)n(C)c1=O | -4.4%
CC(C)NS(=O)(=O)c1cc(C(=O)O)ccc1Cl | -7.1%
COc1cc2c(cc1NC(=O)CN1CCN(S(=O)(=O)c3ccc(F)cc3)CC1)oc1ccccc12 | 21.9%
Cc1ccc(NC(=O)c2ccccc2)s1 | -2.9%
CC(=O)c1ccc(NS(=O)(=O)c2ccccc2)cc1 | -0.9%
Clc1cccc(Cl)c1COc1ccccn1 | -5.6%
CCCn1nnnc1SCC(=O)Nc1nnc(CC)s1 | -0.2%
CCOCCCNC(=O)CN1C(=O)CSc2cc(S(=O)(=O)N3CCCCCC3)ccc21 | 0.6%
CCOc1ccccc1NC(=O)CCSc1nc2n[nH]c(C)c2c(=N)n1-c1ccccc1Cl | -0.9%
CS(=N)(=O)CC[C@H](N)P(=O)(O)O (stereo not given in full) | -1.9%[5.75 µM]
CC(=NCc1ccco1)c1c(C)[nH]n(-c2nc3ccccc3s2)c1=O | 1.1%
CC(NC(=O)Cc1ccc(F)cc1)C(c1cccs1)N1CCN(C)CC1 (stereo not given) | 12.5%
O=c1[nH]c(CN2CCN(c3ccccc3)CC2)nc2ccccc12 | -0.9%
O=C(Cn1cnnn1)Nc1ccccc1Cc1ccccc1 | 0.6%
COc1cc(-c2cccs2)cc(=O)c2c(C)oc(C)c12 | 2.2%
CSc1nc(C)c2cc(C)oc2n1 | -3.8%
CCCCN(CCCNC(=O)C1CCN(S(=O)(=O)CC)CC1)c1ccccc1 | 1.9%
CC1(C)CC(n2c(=S)[nH]c3ccccc3c2=O)CCO1 (stereo not given) | -1.5%
Cc1csc(NC(=O)C(CC(C)C)NS(=O)(=O)c2ccc3c(c2)oc(=O)n3C)n1 (stereo not given) | 8.5%
CCc1ccc(-c2nc(CN3CCC(C(=O)N4CCN(c5ccccn5)CC4)CC3)c(C)o2)cc1 | -2.5%
O=C1NC(c2ccccc2)(C(F)(F)F)SC2=NCCCN12 (stereo not given) | -4.1%
CCOC(=O)N1CCC(C(N)=O)CC1 | 2.2%
COc1ccc(Cc2nnc(NC(=O)c3cccs3)s2)cc1 | -1.3%

A different layout for four compounds above:
mol: CCOCCCNC(=O)CN1C(=O)CSc2cc(S(=O)(=O)N3CCCCCC3)ccc21
  AmpC det inh: 0.6%
mol: CCCn1nnnc1SCC(=O)Nc1nnc(CC)s1
  AmpC det inh: -0.2%
mol: CS(=N)(=O)CC[C@H](N)P(=O)(O)O (stereo not given in full)
  AmpC det inh: -1.9%[5.75 µM]
mol: CSc1nc(C)c2cc(C)oc2n1
  AmpC det inh: -3.8%

The list goes on:
SMILES | AmpC det inh
CCOc1ccc(-c2cc(CCCC(=O)Nc3cc(OC)ccc3OC)no2)cc1 | -2.6%
Cc1cc(NC(=O)COC(=O)C2COc3ccccc3O2)no1 (stereo not given) | 1.2%
CCCCn1c2nc3ccccc3nc2c2c(=O)n(C(C)CC)cnc21 (stereo not given) | -9.4%
BrC(Br)Br | 2.8%
O=C(Cn1cnc2ccccc2c1=O)NCc1ccco1 | 10.0%
O=C(O)C1CCCCC1C(=O)Nc1nc(-c2cccs2)cs1 (stereo not given) | -7.8%
CCCCOCCOCCOCc1cc2c(cc1CCC)OCO2 | 7.5%
Cc1cnc(NC(=O)CN(C)S(=O)(=O)c2ccc(Cl)cc2)s1 | -1.8%
Cc1cccc(NCc2ccccc2O)c1 | 9.6%
COc1cc2c(cc1OC)CN(Cc1nc3ccsc3c(=O)[nH]1)CC2 | 11.6%
COc1ccc2c(=O)cc(C(F)(F)C(F)(F)F)oc2c1 | 2.3%
CC(=O)Nc1c(C(=O)O)oc2ccc(Cl)cc12 | -3.1%
NC(=O)c1ccc(N2CCCCC2)c(N2C(=O)C3C4C=CC(C4)C3C2=O)c1 (stereo not given) | 6.2%
CCOC(=O)N1CCN(C(=O)c2ccc(Cn3c(=S)[nH]c4cc5c(cc4c3=O)OCO5)cc2)CC1 | -4.7%
CS(=O)(=O)N(CC(=O)N1CCCCCC1)c1ccccc1 | -1.5%
CC1CCN(CCCNC(=O)c2cc3sccc3n2C)CC1 | -1.6%
Cc1cc(C)c2cc(C(O)c3nnnn3Cc3ccccc3)c(=O)[nH]c2c1 (stereo not given) | -1.9%
COCC(=O)n1nc(NCc2ccc(OC)cc2)nc1NCc1ccc(OC)cc1 | -3.9%
Cn1c(=O)oc2cc(S(=O)(=O)N3CCCC(C(=O)N4CCn5c4nc4ccccc45)C3)ccc21 (stereo not given) | 12.0%
COc1ccc(C[N+](C)(C)N)cc1OC | -4.2%[5.75 µM]
CCN(CC)c1ccc(C2CC(=O)NC3=C2C(=O)CC(C)(C)C3)cc1 (stereo not given) | -0.7%
O=C(O)C1C2C=CC(O2)C1C(=O)Nc1ccccc1C(F)(F)F (stereo not given) | -0.7%
C=CCN=C(NC#N)SCC(=O)c1cccc(OC)c1 | -1.3%
C=CCSc1nnc(-c2ccccc2NC(=O)CC)c(=O)[nH]1 | -6.9%
COC(=O)CNC(=O)Cc1c(F)cccc1Cl | -4.4%
(cont.)
SMILES | AmpC det inh
Cc1noc(/C=C/NCc2cccnc2)c1S(=O)(=O)N(C)CC(=O)N1CCc2ccccc21 | 16.3%
O=C(COC(=O)c1ccc(S(=O)(=O)N2CCOCC2)cc1)NC1CCCCCC1 | -4.1%
O=C(CSc1ccccn1)N1CCN(C(=O)CSc2ccccn2)CC1 | -0.9%
COc1ccc(-c2nnc(SCC(=O)N3CCC(Cc4ccccc4)CC3)o2)cc1OC | 15.8%
COc1ccc(N2CCN(C(=O)C(Cc3ccccc3)n3cccc3)CC2)cc1 (stereo not given) | 10.3%
COCCCNCC(=O)Nc1ccc(OC(F)(F)F)cc1 | -6.2%
CC(C)CN1C(=O)c2ccc(C(=O)Nc3nccs3)cc2C1=O | 10.3%
Cc1ccc(C)c(N2CCN(C(=O)CN3C(=O)c4ccccc4C3=O)CC2)c1 | -1.8%
COC(=O)c1ccc2[nH]c(C)c(CN3CCCC3)c(=O)c2c1 | -4.2%
COC(=O)Oc1nsnc1N1CCOCC1 | 10.9%
CCc1cccc(OCCCCNCCOC)c1 | 4.5%
COc1ccc(CCNS(=O)(=O)c2cccc(F)c2)cc1OC | -2.7%
O=c1c(-c2ccc(F)cc2)nc2cnc(N3CCNCC3)nc2n1Cc1ccc(F)cc1 | 15.0%
O=S(=O)(c1cccc2ccccc12)N1CCSC1 | -0.2%
COC(=O)c1ccc(C(NC(=O)OCc2ccccc2)/C(=C/[C@@H](C)C(=O)NCc2nc3ccccc3s2)c2cccnc2)cc1 (stereo not given in full) | 13.2%
O=C(CN1C(=O)COc2ccccc21)N(Cc1ccc2c(c1)OCO2)CC1CCCO1 (stereo not given) | 4.9%
CNc1ncncc1-c1ccccc1OC | 5.3%
COc1ccc(C2CC(c3cccs3)n3nc(N)nc3N2)cc1 (stereo not given) | 9.8%
COC(=O)[C@]1(C)CCC(c2ccc(C)cc2)=C(CC(=O)O)C1 | -3.4%[5.75 µM]
O=C(Cc1ccccc1)NCCCN1CCN(CCCNC(=O)Cc2ccccc2)CC1 | -2.6%
CCc1ccccc1-n1c(SCC(=O)NC)nnc1-c1cccnc1 | 13.0%
CC(=O)c1c(C)nn(CCC(=O)O)c1C | 0.6%
CC(=O)Nc1ccc(-c2nnc(SCC(=O)n3c4c(c5ccccc53)CCCC4)n2C)cc1 | -2.7%
CN(C)CCCNC(=O)c1ccc(-c2ccccc2)cc1 | 18.4%
C=CCNc1ncnc2ccccc12 | 12.4%

An excerpt of these results, as comma-separated lines:
Structure,AmpC det inh
O=C(CN1C(=O)COc2ccccc21)N(Cc1ccc2c(c1)OCO2)CC1CCCO1 (stereo not given),4.9%
CC(=O)Nc1ccc(-c2nnc(SCC(=O)n3c4c(c5ccccc53)CCCC4)n2C)cc1,-2.7%
COC(=O)Oc1nsnc1N1CCOCC1,10.9%
COc1ccc(-c2nnc(SCC(=O)N3CCC(Cc4ccccc4)CC3)o2)cc1OC,15.8%

Later entries:
SMILES | AmpC det inh
COC(=O)c1ccc2c(c1)C(=O)N(C1CCCCC1)C2=O | -0.4%
COC(=O)Cn1cc(C(=O)C2CC2)c2ccccc21 | 1.3%
CCOCCCNC(=O)C(Cc1ccccc1)NC(=O)c1ccco1 (stereo not given) | -1.6%
CC1=C(C(=O)N2CCCCC2)C(c2cccs2)NC(=O)N1 (stereo not given) | 4.1%
COc1ccc(N2CCN(C(=O)c3ccc(N4C(=O)NC5CC4(C)Oc4ccccc45)cc3)CC2)cc1 (stereo not given) | -1.8%
Cc1ccc2c(c1)nnn2C1CCN(CC(=O)c2ccc(Cl)cc2)CC1 | 2.4%

Screening results as filed in PubChem BioAssay.
